TRb-SRC2 inh: disrupts binding of human TR beta to SRC2. Potency, µM (series often up to 106 µM), inactives show top-dose activity change, negative = inhibition, usual class: inhibitors. P10828. TRbeta-SRC2 peptide binding, fluorescence polarization; receptor liganded with 1 µM T3. hit rate 0.065% among 280,000. AID 1469;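 also: plate controls were bound peptide for no effect and peptide without receptor for full effect; nearly all actives have a fitted effect of over 50% in size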
Target sequence (P10828 whole entry, looked up): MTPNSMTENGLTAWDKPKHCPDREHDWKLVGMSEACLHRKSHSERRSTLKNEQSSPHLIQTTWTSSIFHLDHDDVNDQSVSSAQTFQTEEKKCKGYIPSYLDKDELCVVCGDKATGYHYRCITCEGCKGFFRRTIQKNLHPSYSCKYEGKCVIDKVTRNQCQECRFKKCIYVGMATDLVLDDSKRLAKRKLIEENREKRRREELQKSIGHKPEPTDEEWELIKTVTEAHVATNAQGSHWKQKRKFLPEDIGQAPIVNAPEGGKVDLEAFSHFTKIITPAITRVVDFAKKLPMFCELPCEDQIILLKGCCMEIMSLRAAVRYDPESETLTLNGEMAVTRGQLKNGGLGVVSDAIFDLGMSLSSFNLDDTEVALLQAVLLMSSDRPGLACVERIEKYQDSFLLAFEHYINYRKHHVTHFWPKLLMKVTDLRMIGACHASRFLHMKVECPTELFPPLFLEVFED
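Human TRb ligand-binding domain (0.6 uM) is mixed with 20 nM Texas Red SRC2 peptide and 1 uM T3; after compound addition and 5 hr at ambient temperature, polarization is measured and normalized to unbound and bound controls.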
TR SRC2 fluor cs: alters Texas Red total fluorescence, flagging assay interference; TRb/SRC2 Texas Red total fluorescence interference; Potency, µM (series often up to 106 µM), for the others: top-dose fluorescence change, negative = quenching; hit rate 0.29% among 280,000; AID 1479; active = well fitted curve in either direction with a large enough effect; inconclusive = small, poorly fitted or top-dose-only effect
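Human TRb ligand-binding domain at 0.6 uM with 20 nM Texas Red SRC2 peptide in Tris buffer containing 1 uM T3 and 5% DMSO, incubated with compound 5 h at ambient temperature. Total fluorescence (555/632 nm) calculated as parallel + 2 × perpendicular.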
GAA glycogen: inhibitors or activators of human alpha-glucosidase glycogen cleavage | hit rate 0.38% among 300,000 | P10253 | recombinant GAA, glycogen substrate, Amplex Red glucose oxidase fluorescence | Potency, µM (highest dose often 76.4 µM), for inactives: at the top dose activity change, negative = inhibition, hits mostly inhibitors | AID 2100;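 also: 0% = full enzyme reaction and -100% = no-enzyme basal signal; the screen sought inhibitors and activators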
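Recombinant human alpha-glucosidase (4 nM final) hydrolysed bovine liver glycogen (30 ug) for 40 min at 37 C in pH 5.0 citrate/phosphate with 0.01% Tween-20. Released glucose detected by glucose oxidase/Amplex Red, Ex 573/Em 610 nm. Compounds up to 77 uM; AC50 from Hill fits.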
* marks the source's active call; other numbers are inactive results; ? = inconclusive; & = joins results of further samples; [ ] = another dose, or the depositor's remark. Unless noted, calls follow the shape of the dose curve; as a rule, active = well fitted curve in the direction sought with a large enough effect; inconclusive = small, poorly fitted or top-dose-only effect, or another doubt; inactive = no such curve, though single readings can be large; an effect the other way counts as inactive or inconclusive. Unless noted, % is scaled to controls: 0 for no effect and ±100 for the full control effect; potency is read from the fitted curve at half-maximal effect. Only part of the results is shown, so the mix of outcomes need not match the whole.

SMILES	TRb-SRC2 inh	TR SRC2 fluor cs	GAA glycogen
COc1ccccc1CNc1nc(-c2ccco2)nn1C(=O)c1cc(OC)c(OC)c(OC)c1	-1%	-2%	-4%[76.3 µM]
COc1ccccc1-c1cc(C(=O)Nc2cc(OC)c(OC)c(OC)c2)no1	-3%	1%	1%[76.3 µM]
Cc1ccc(NC(=O)C2CCCN(c3nc4ccccc4s3)C2)c(C)c1 (centres undefined)	3%	2%	16%[76.3 µM]
O=C(COc1ccc2oc3c(c2c1)CCCC3)Nc1ccc(Br)cc1	5%	-3%	8%[76.3 µM]
Cc1ccc(NC(=O)C(Cc2c[nH]c3ccccc23)NC(=O)OCC(C)C)cc1 (centres undefined)	-4%	3%	0%[76.3 µM]
COc1ccccc1/C=C/c1nc(C#N)c(NCCc2ccccc2)o1	-6%	-4%	?
CCCS(=O)(=O)N1CC(=O)N(c2cc(C)cc(C)c2)C(C)(C(=O)NC2CCCCCC2)C1 (centres undefined)	1%	-18%	13%[76.3 µM]
Cc1ccc(C)c(S(=O)(=O)c2nnn3c2nc(NC2CCCC2)c2sccc23)c1	0%	-1%	-10%[76.3 µM]
CCc1ccc(NC(=O)CN2C(=O)C(c3ccc(Cl)cc3)=NC23CCCCC3)cc1	6%	1%	-15%[76.3 µM]
CCCS(=O)(=O)c1ncc(Cl)c(C(=O)Nc2scc(-c3ccccc3)c2C(=O)OCC)n1	-3%	6%	-11%[76.3 µM]
CC(CNC(=O)C1CCN(C(=O)N2CCOc3ccc(Cl)cc32)CC1)c1ccccc1 (centres undefined)	-4%	8%	6%[76.3 µM]
CCOC(=O)c1nnn(CC(=O)Nc2cc(C)cc(C)c2)c1C(=O)OCC	-10%	-2%	-5%[76.3 µM]
CCOc1cccc(C(=O)Nc2cc(C)c(O)c(-c3nc4ncccc4o3)c2)c1	9%	5%	9%[76.3 µM]
CCOC(=O)c1ccccc1NC(=O)CSc1nc2cn(CC)nc2c(=O)n1Cc1ccc(Cl)cc1	-3%	-32%	0%[76.3 µM]
CCC(CC)C(=O)Nc1c(C(=O)N2CCN(c3ccccc3)CC2)oc2ccccc12	-5%	-2%	-8%[76.3 µM]
CCC(=O)N1CCc2cc(S(=O)(=O)NCCC(=O)Nc3ccc(C)cc3)ccc21	-4%	-1%	11%[76.3 µM]
CCOCCCNC(=O)CN1C(=O)COc2ccc(S(=O)(=O)N3CCCC3)cc21	4%	-18%	-15%&14%[76.3 µM]
COc1ccc(Cl)cc1NC(=O)CSC1=Nc2ccccc2C2=NC(CC(=O)NC3CCCCC3)C(=O)N12 (centres undefined)	-5%	-2%	-5%[76.3 µM]
COc1ccc(CNC(=O)c2ccc3c(c2)CCN3S(=O)(=O)c2ccc(C)cc2)cc1	1%	1%	-8%[76.3 µM]
COc1ccc(C2NC(=O)N(C)C3=C2C(=O)N(c2ccc(C)cc2)C3)cc1 (centres undefined)	6%	-21%	-2%[76.3 µM]
COc1ccc(-c2noc(CSc3nnc(Cc4ccccc4)n3-c3ccc(F)cc3)n2)cc1	0%	9%	-17%[76.3 µM]
CCOC(=O)c1ccc(NC(=O)Cn2cc(C(=O)c3cccs3)c3ccccc32)cc1	2%	1%	-9%[76.3 µM]
CCn1c(=O)n(-c2ccc3c(c2)OCO3)c2nc(-c3ccc(C(C)C)cc3)nc(C(N)=O)c21	-5%	?	7%[76.3 µM]
COc1ccc2c(CNCCc3ccc(SC)cc3)c(C(=O)O)n(Cc3ccc(F)cc3)c2c1	8%	-1%	-13%[76.3 µM]
CCc1cccc(C)c1NC(=O)CCCn1nc(C)c2sc3ccccc3c2c1=O	-4%	-1%	11%[76.3 µM]
Cc1cccc(N2CCN(C(=O)Cn3ncc4c5ccccc5n(C)c4c3=O)CC2)c1C	6%	0%	-13%[76.3 µM]
COc1ccc(N2CCN(C(=O)c3ccc4c(c3)N(Cc3ccc(F)cc3)C(=O)c3ccccc3S4=O)CC2)cc1 (centres undefined)	-7%	2%	-11%[76.3 µM]
CCOC(=O)c1ccc(N2C(=O)c3n[nH]c(-c4cccs4)c3C2c2cccc(F)c2)cc1 (centres undefined)	-6%	0%	-20%[76.3 µM]
CCOc1ccc(-c2nonc2NC(=O)COc2c(C)cc(C)cc2C)cc1OCC	0%	-6%	-4%[76.3 µM]
Cc1cc(NS(=O)(=O)c2ccc(NC(=O)COc3ccc(Cl)cc3)cc2)nc(C)n1	2%	-1%	4%[76.3 µM]

Complete entries, quoted from the list:
COc1ccc(Cl)cc1NC(=O)CSC1=Nc2ccccc2C2=NC(CC(=O)NC3CCCCC3)C(=O)N12 (centres undefined) across the screens: TRb-SRC2 inh = -5%; TR SRC2 fluor cs = -2%; GAA glycogen = -5%[76.3 µM]
CCOC(=O)c1ccc(N2C(=O)c3n[nH]c(-c4cccs4)c3C2c2cccc(F)c2)cc1 (centres undefined) across the screens: TRb-SRC2 inh = -6%; TR SRC2 fluor cs = 0%; GAA glycogen = -20%[76.3 µM]
CCn1c(=O)n(-c2ccc3c(c2)OCO3)c2nc(-c3ccc(C(C)C)cc3)nc(C(N)=O)c21 across the screens: TRb-SRC2 inh = -5%; TR SRC2 fluor cs = ?; GAA glycogen = 7%[76.3 µM]

Some entries already given, showing only GAA glycogen and TR SRC2 fluor cs:
canonical_smiles | GAA glycogen | TR SRC2 fluor cs
CCOC(=O)c1ccc(N2C(=O)c3n[nH]c(-c4cccs4)c3C2c2cccc(F)c2)cc1 (centres undefined) | -20%[76.3 µM] | 0%
CCOc1ccc(-c2nonc2NC(=O)COc2c(C)cc(C)cc2C)cc1OCC | -4%[76.3 µM] | -6%

More results:
SMILES	TRb-SRC2 inh	TR SRC2 fluor cs	GAA glycogen
CCCSc1ncc(Cl)c(C(=O)Nc2ccc(S(=O)(=O)N3CCC(C)CC3)cc2)n1	0%	7%	-6%[76.3 µM]
Cc1ccc2nc(-c3c[nH]c4ccccc34)c(Nc3ccccc3)n2c1	-5%	?	?
Cc1cc(C)cc(Oc2nc3c(c(=O)n(C)c(=O)n3C)n2Cc2ccc(F)cc2)c1	3%	0%	12%[76.3 µM]
Cc1oc(-c2cccc(Cl)c2)nc1CN1CCC(C(=O)NCCCN2CCN(c3ccccc3F)CC2)CC1	-1%	-1%	-10%[76.3 µM]
O=C(CCCN1C(=O)C(c2ccccc2)Oc2cccnc21)Nc1ccc(Br)cc1F (centres undefined)	17%	-1%	-6%[76.3 µM]
COc1ccc2c(c1)sc1ncc(C(=O)NCc3cccc(C)c3)c(=O)n12	7%	-23%	12%[76.3 µM]
COc1cc(OC)cc(C(=O)Nc2cc3nn(-c4ccccc4)nc3cc2Cl)c1	-21%[53 µM]	-72%[53 µM]	0%[76.3 µM]
Cc1cc(C)cc(NC(=O)C2CCCN(C(=O)c3cnn(-c4ccccc4)c3-n3cccc3)C2)c1 (centres undefined)	0%	-1%	6%[76.3 µM]
CCSc1nnc2c(n1)OC(CC)N(C(C)=O)c1ccccc1-2 (centres undefined)	6%	-5%	1%[76.3 µM]
Cc1cc(C)cc(C(=O)Nc2ccc(-c3cn4cccnc4n3)cc2)c1	2%	1%	14%[76.3 µM]
CCc1ccc(OCC(=O)Nc2c(C(=O)c3ccccc3)oc3ccccc23)cc1	1%	-1%	15%[76.3 µM]
Cc1ccc(-c2cc3nccc(-c4cc([N+](=O)[O-])ccc4O)n3n2)cc1	-6%	45µM*[quencher]	-5%[76.3 µM]
CCN1C(=O)C(Cc2nc3ccccc3c(=O)n2-c2ccccc2)c2cc(Br)ccc21 (centres undefined)	3%	-1%	6%[76.3 µM]
CCN1CCN(Cc2c(O)ccc3oc(C)c(C(=O)Nc4cccc(C(F)(F)F)c4)c23)CC1	-13%	-1%	-5%[76.3 µM]
COc1ccc(CCN2C(=O)N(c3ccc(F)cc3)C(=O)C2CC(=O)Nc2ccc(OC)cc2)cc1 (centres undefined)	1%	0%	-4%[76.3 µM]
CCOc1cc(CNCCSc2nnnn2-c2ccccc2)ccc1OC	0%	10%	-4%[76.3 µM]
Cc1ccc(CNC(=O)CN(C)S(=O)(=O)c2ccc(Br)s2)cc1	8%	1%	0%[76.3 µM]
Cc1ccc(NS(=O)(=O)c2ccc3c(c2)[C@H]2C=CC[C@H]2[C@@H](c2ccc(F)cc2)N3)cc1C	10%	0%	10%[76.3 µM]
Cc1cccc(Cn2c(SCc3ccc(C(=O)N4CCC(C)CC4)cc3)nc3ccncc32)c1	5%	-1%	11%[76.3 µM]
Cc1ccc(NC(=O)c2ccc(CN3CC(=O)N4CCCCC4C3=O)cc2)cc1 (centres undefined)	-7%	6%	-18%[76.3 µM]
CCOc1ccc2c(c1)c(=O)c(C(=O)c1ccc3c(c1)OCO3)cn2Cc1ccc(F)cc1	4%	-1%	12%[76.3 µM]
COc1cc(S(=O)(=O)n2ccnc2C(C)C)ccc1Br	2%	-10%	-6%[76.3 µM]
CCCN1CCN(CCCNC(=O)c2cc3c(s2)-c2ccccc2OC3)CC1	3%	-3%	-3%&-10%[76.3 µM]
CCOc1ccc(NC(=O)CSc2oc(-c3ccc(C)cc3)nc2S(=O)(=O)c2ccc(C)cc2)cc1	-3%	1%	-5%[76.3 µM]
CCOC(=O)c1ccccc1Nc1nc2ccc(C)cc2n2nnnc12	6%	1%	-10%[76.3 µM]
CCOC(=O)c1ccc(-c2ccc(/C=C(\C#N)C(=O)Nc3c(C)cccc3Cl)o2)cc1	0%	-1%	-4%[76.3 µM]
CCC(C)NC(=O)c1ccc2c(c1)sc1nc(-c3ccc(OC)cc3)cn12 (centres undefined)	2%	3%	12%[76.3 µM]
COc1ccc(CNC(=O)c2cc(=O)c3cc(C)ccc3o2)cc1	2%	-18%	7%
CCN1CCN(CCCNC(=O)Cn2c(-c3cccs3)cc3ccccc32)CC1	5%	6%	10%[76.3 µM]
CC(C)CC(=O)Nc1c(C(=O)N2CCN(c3ccccc3F)CC2)oc2ccccc12	-3%	0%	12%[76.3 µM]
CCc1ccc(OCC(=O)Nc2ccc(-c3nc4ncccc4o3)cc2)cc1	0%	1%	20%[76.3 µM]
Cc1ccc(C(=O)Nc2c(-c3ccccc3)nc3ccccn23)cc1	-4%	1%	-11%[76.3 µM]
CCOC(=O)C(C)Sc1nnc2ccc3ccccc3n12 (centres undefined)	-4%	-7%	0%[76.3 µM]
COc1ccc(N2CCN(C(=O)COCc3cc(-c4ccc5c(c4)OCO5)on3)CC2)cc1	-5%	3%	2%[76.3 µM]
COc1ccc2c(c1)c1c(c(=O)n(-c3cccc(C)c3)c(=O)n1CC(=O)NCCC1=CCCCC1)n2C	13%	0%	-11%[76.3 µM]
CCc1ccc(NC(=O)CN(c2ccc(OC)cc2)S(=O)(=O)c2c(C)[nH]c(=O)[nH]c2=O)cc1	-4%	4%	-6%&17%[76.3 µM]
CCOC(=O)c1c(NC(=O)c2cc(-c3ccc(OC)c(OC)c3)on2)sc(C)c1C	-8%	?	-3%[76.3 µM]
O=C1c2oc3ccc(F)cc3c(=O)c2C(c2cccc([N+](=O)[O-])c2)N1CCCN1CCOCC1 (centres undefined)	-3%	-2%	3%[76.3 µM]
Cc1nn(CCC(=O)Nc2cccc(C#N)c2)c(C)c1S(=O)(=O)N1CCCCC1	5%	-2%	-7%[76.3 µM]
CCCCSCCCNC(=O)c1cn(CC)c2ccc(S(=O)(=O)N3CCOCC3)cc2c1=O	-4%	-1%	4%[76.3 µM]
O=C(Nc1ccc(F)cc1)c1ncn(-c2ccccc2)n1	-2%	1%	9%[76.3 µM]
Fc1cccc(-c2nnn3c2nc(NCc2ccc4c(c2)OCO4)c2ccccc23)c1	-1%	-4%	-7%[76.3 µM]
COc1ccc(OCc2ccc(-c3nc(C#N)c(NCc4cccnc4)o3)o2)cc1	-6%	1%	?
C#CC(C)(CC)NC(=O)c1cc2c(n(-c3ccc(Cl)cc3)c1=O)CC(C)(C)CC2=O (centres undefined)	4%	-28%	9%[76.3 µM]
Cc1ccc(NC(=O)CN2C(=O)COc3ccc(S(=O)(=O)NC4CCCC4)cc32)cc1Cl	3%	-13%	5%[76.3 µM]
COc1cccc(C(=O)NC2=NC(c3ccccc3F)CC(=O)N2)c1 (centres undefined)	-1%	?	-9%[76.3 µM]
O=C(C1CCCN(S(=O)(=O)c2cccc3nsnc23)C1)N1CCN(c2cccc(Cl)c2)CC1 (centres undefined)	-1%	-3%	4%[76.3 µM]

Screening results (PubChem)
